Bioassay records (PubChem)
GLS inhibitor: qHTS for Inhibitors of Glutaminase (GLS); GLS enzymatic activity, qHTS titration; Potency, µM (highest dose often 45.5 µM), for inactives: top-dose activity change, negative = inhibition, actives largely listed as inhibitors; 0.21% of 410,000 active; also: potency is read from the fitted curve at half-maximal effect; % is scaled to controls: 0 for no effect and ±100 for the full control effect
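hKGA; 45 mM KH2PO4 pH 8.2 + 0.02% Tween-20; cpd via pin tool; 1 mM Gln soln; GluOx/HRP/Amplex Red; RT 30 min; fluor. t0 & final.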
PI4K2A inh: qHTS for small molecular inhibitors of PI4K2A; purified PI4K2A, ADP-Glo luminescence, 1 h; hits give low values; activity change, negative = inhibition, % at 76.9 µM; 0.13% of 420,000 active; in the data active = activity change below about -50%; inconclusive = mostly about -30% to -49%;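 also: -100% = wells without enzyme as full effect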
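ADP-Glo luminescence measured ADP generated by PI4K2A enzyme (4 ug/mL before mixing) with 1.2 mM PI substrate (pre-mix) and 300 microM ATP (pre-mix). Tris pH7.5 buffer with MgCl2, Triton X-100; 1 h reaction at ambient temperature.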
Tb PGK inh: qHTS Assay to Find Inhibitors of Phosphoglycerate Kinase | Phosphoglycerate kinase, glycosomal (Trypanosoma brucei brucei), P07378 | PGK/GAPDH coupled, Kinase-Glo luminescence, 60 min | Potency, µM (titrated, usually from 57.5 µM), for the others: top-dose activity change, negative = inhibition, hits mostly inhibitors | 0.043% of 380,000 active; also: potency is read from the fitted curve at half-maximal effect; % is scaled to controls: 0 for no effect and ±100 for the full control effect; nearly all actives have a fitted effect of over 60% in size
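Luminescent ATP detection (Kinase-Glo Plus) follows a 60-minute room-temperature incubation, with wells lacking PGK as controls. Buffer: 100 mM TEA (pH 7.6), 5 mM MgCl2, 0.01% Tween-20. Coupling enzyme GAPDH (100 nM final) supplies unstable 1,3-BPG in-well.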
BAZ2B inh: qHTS Assay for Inhibitors of BAZ2B; Potency, µM (doses to about 114 µM), inactives show at the highest dose activity change, negative = inhibition, actives largely listed as inhibitors; Bromodomain adjacent to zinc finger domain protein 2B (Homo sapiens), Q9UIF8; 4.4% of 360,000 active; AlphaScreen BAZ2B-H3K14Ac peptide displacement; also: potency is read from the fitted curve at half-maximal effect; % is scaled to controls: 0 for no effect and ±100 for the full control effect; nearly all actives have a fitted effect of over 60% in size
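BAZ2B 50 nM plus b-H3(5-23)K14Ac 50 nM, PBS pH 7.4/0.01% Tween-20, 30 min RT; compound added (max 110 uM), 30 min RT; streptavidin donor/Ni-chelate acceptor beads 10 ug/mL final, 20 min dark; AlphaScreen read.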
JMJD2A Tudor: qHTS Assay for Inhibitors of JMJD2A-Tudor Domain. Lysine-specific demethylase 4A (Homo sapiens), O75164. AlphaScreen JMJD2A-Tudor / H3K4me3 peptide binding. Potency, µM (doses to about 114 µM), without a hit: top-dose activity change, negative = inhibition, usual class: inhibitors. 4.4% of 390,000 active; also: potency is read from the fitted curve at half-maximal effect; % is scaled to controls: 0 for no effect and ±100 for the full control effect; nearly all actives have a fitted effect of over 50% in size
Target sequence (O75164 whole entry, looked up, the tested form may be a part): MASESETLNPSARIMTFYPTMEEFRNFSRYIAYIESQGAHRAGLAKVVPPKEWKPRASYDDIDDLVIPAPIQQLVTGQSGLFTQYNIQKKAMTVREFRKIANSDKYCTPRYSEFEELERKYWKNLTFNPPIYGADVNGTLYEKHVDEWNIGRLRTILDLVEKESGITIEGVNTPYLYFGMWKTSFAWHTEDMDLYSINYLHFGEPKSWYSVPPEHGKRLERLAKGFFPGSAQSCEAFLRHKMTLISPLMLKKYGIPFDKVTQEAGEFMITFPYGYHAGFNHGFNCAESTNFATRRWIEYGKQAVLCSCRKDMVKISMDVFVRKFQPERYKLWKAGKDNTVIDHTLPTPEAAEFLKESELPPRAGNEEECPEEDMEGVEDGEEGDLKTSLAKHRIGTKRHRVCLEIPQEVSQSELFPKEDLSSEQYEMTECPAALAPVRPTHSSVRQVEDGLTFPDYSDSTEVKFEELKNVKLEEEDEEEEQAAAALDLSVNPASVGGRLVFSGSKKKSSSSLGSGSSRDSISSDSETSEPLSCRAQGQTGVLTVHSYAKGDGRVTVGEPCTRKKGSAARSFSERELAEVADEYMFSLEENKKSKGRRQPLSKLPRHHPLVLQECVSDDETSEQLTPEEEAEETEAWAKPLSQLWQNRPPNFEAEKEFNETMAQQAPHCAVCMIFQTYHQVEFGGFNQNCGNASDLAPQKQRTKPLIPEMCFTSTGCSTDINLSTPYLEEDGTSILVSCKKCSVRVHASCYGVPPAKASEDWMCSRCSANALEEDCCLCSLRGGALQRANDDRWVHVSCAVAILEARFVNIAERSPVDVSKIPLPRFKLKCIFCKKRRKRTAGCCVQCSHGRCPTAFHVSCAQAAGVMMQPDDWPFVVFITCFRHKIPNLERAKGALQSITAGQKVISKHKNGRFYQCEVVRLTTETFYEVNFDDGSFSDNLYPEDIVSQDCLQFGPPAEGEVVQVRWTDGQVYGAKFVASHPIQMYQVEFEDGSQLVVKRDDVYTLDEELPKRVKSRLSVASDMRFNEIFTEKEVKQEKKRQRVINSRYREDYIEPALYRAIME
Pin1 inhibitor: qHTS Assay to Find Inhibitors of Pin1. Peptidyl-prolyl cis-trans isomerase NIMA-interacting 1 (Homo sapiens), Q13526. Pin1 FP peptide displacement, HiFluor488, 10 min. Potency, µM (highest dose often 115 µM), without a hit: at the top dose activity, negative = inhibition, actives largely listed as inhibitors. 0.009% of 390,000 active; active = well fitted inhibition curve with a large enough effect in the polarisation, with a control signal flat, not every such curve was filed as active; inconclusive = small, poorly fitted or top-dose-only effect, or effect the other way, or a change in a side signal; inactive = no such curve, though single readings can be large or run the other way; the % refers to the polarisation; also: potency is read from the fitted curve at half-maximal effect; % is scaled to controls: 0 for no effect and ±100 for the full control effect
HP1b chromo inh: HTS for Inhibitors of HP1-beta Chromodomain Interactions with Methylated Histone Tails | Chromobox protein homolog 1 (Homo sapiens), P83916 | AlphaScreen HP1-beta / biotin-H3K9me3 peptide binding | Potency, µM (doses to about 114 µM), inactives show top-dose activity change, negative = inhibition, most hits filed as inhibitors | 0.56% of 390,000 active | AID 540317, 2011; also: potency is read from the fitted curve at half-maximal effect; nearly all actives have a fitted effect of over 70% in size; inactives centre near 23
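HP1-beta protein (50 nM final) preincubated 30 min at room temperature with biotinylated H3(1-18)K9me3 peptide (50 nM) in PBS pH 7.4, 0.01% Tween-20, then compound added for 30 min. AlphaScreen streptavidin donor/nickel chelate acceptor beads (10 ug/mL final), 30 min dark, luminescence read.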
G9a inh: qHTS Assay for Inhibitors of Histone Lysine Methyltransferase G9a; Histone-lysine N-methyltransferase EHMT2 (Homo sapiens), Q96KQ7; G9a H3K9 monomethylation, AlphaScreen, 2 h; Potency, µM (highest dose often 102 µM), for inactives: at the top dose activity, negative = inhibition, hits mostly inhibitors; 8.8% of 350,000 active; AID 504332, 2011; also: potency is read from the fitted curve at half-maximal effect; % is scaled to controls: 0 for no effect and ±100 for the full control effect; nearly all actives have a fitted effect of over 75% in size
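Signal arises when biotinylated H3K9 peptide, once monomethylated, bridges streptavidin donor and antibody-captured acceptor beads. Enzyme at 20 nM was preincubated 15 min with test compounds; peptide 500 nM and SAM 20 uM then reacted for 2 h.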
ERG Ets-DNA blk: qHTS for Small Molecule Inhibitors of the ERG Ets/DNA interaction | Transcriptional regulator ERG (Homo sapiens), P11308 | fluorescence polarization, His-ERG Ets domain / labelled DNA | Potency, µM (highest dose often 76.9 µM), without a hit: top-dose FP activity, negative = inhibition, actives largely listed as inhibitors | 0.028% of 370,000 active | AID 624246, 2012; active = well fitted inhibition curve with a large enough effect in the polarisation, with a control signal flat; inconclusive = small, poorly fitted or top-dose-only effect, or effect the other way, or a change in a side signal; inactive = no such curve, though single readings can be large or run the other way; the % refers to the polarisation;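 also: polarization taken with two DNA probes labelled with fluorescein and Texas red; potency is read from the fitted curve at half-maximal effect; % of control where 0% means no effect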
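His-tagged ERG Ets domain (1 uM in the protein solution; 300mM KCl, 50mM Tris-HCl, 1mM EDTA, 1mM DTT, pH 7.5) received compound, then a probe mix of 5 nM fluorescein-DNA and 100nM Texas-615-DNA. Fluorescence polarization was read for both dyes.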
Numbers without * were called inactive; i = inactive; ? = inconclusive; / = no result given; [ ] = dose if it differs, or a comment. Unless noted, calls follow the shape of the dose curve; as a rule, active = well fitted curve in the direction sought with a large enough effect; inconclusive = small, poorly fitted or top-dose-only effect, or another doubt; inactive = no such curve, though single readings can be large; an effect the other way counts as inactive or inconclusive.

SMILES	GLS inhibitor	PI4K2A inh	Tb PGK inh	BAZ2B inh	JMJD2A Tudor	Pin1 inhibitor	HP1b chromo inh	G9a inh	ERG Ets-DNA blk
Cc1ccc(N/C(=C\C(=O)c2ccccc2)C(=O)O)cc1	-15%	-4	-3%	56µM*	?	9%	6%	?	-2%
CCOc1ccc(CNC(=O)CN2C(=O)C3CCCCN3c3ccc(C(=O)N4CCCC4)cc32)cc1 (stereo unspecified)	19%	0	i	11%	-11%	-3%	43%[activator][57 µM]	8%[59 µM]	0%
O=C1CSC(c2ccc(Cl)cc2)N1c1cccnc1 (stereo unspecified)	-5%	4	-12%	1%	6%	3%	17%	-1%	-15%
O=C(C1CC1)N1CCCN(C(=O)C2CC2)CC1	-13%	4	-1%	3%	-3%	-6%	13%	-3%	7%
COC(=O)c1ccc(NC(=O)COc2coc(CN3CCc4ccccc43)cc2=O)cc1	5%	-2	-4%	?	-10%	6%	25%	-5%	-8%
CCc1ccc2occ(CC(=O)Nc3c(C(=O)Nc4ccc(OC)cc4)oc4ccccc34)c2c1	0%	0	0%	-2%	-19%	5%	3%	-1%[59 µM]	-4%
Cc1ccc(-n2c(-c3ccccc3)n[nH]c2=S)c(C)c1	-30%	-17	i	-5%	?	-1%	41%[activator]	1.8µM*	6%
O=C(NCC1CCNCC1)c1ccncc1	8%	-1	3%	4%	-10%	-4%	17%	?	0%
CCOc1ccc(N(CC(=O)OC)S(=O)(=O)c2ccc(OC)c(OC)c2)cc1	4%	-13	-2%	6%	-20%	-8%	12%	3%[59 µM]	-5%
COCCNC(=O)c1cccc(OC2CCN(Cc3ccc(C(C)C)cc3)CC2)c1	-4%	13	i	-23%	-16%	-13%	19%	-6%[0.501 µM]	-8%
Cc1ccc(C)c(Nc2nn3c(=O)c4ccc(C(=O)NCCC5=CCCCC5)cc4nc3s2)c1	0%	6	i	-15%	-7%	0%	28%	-5%[59 µM]	-3%
O=C(c1ccc2noc(-c3ccccc3)c2c1)N1CCN(c2ccccc2)CC1	9%	-3	-7%	13%	?	11%	10%	-4%	-6%
C=CCNC(=S)Nc1ccc(C)cc1[N+](=O)[O-]	7%	5	-1%	-21%	-13%	-3%	33%	-51%	-7%
O=C(CCn1c(=O)oc2ccccc21)Nc1nc2ccccc2s1	2%	4	i	8%	-17%	-5%	32%	-18%[59 µM]	-11%
Cc1cc2cc(C(=O)N3CCc4c([nH]c5ccccc45)C3c3ccccn3)ccc2o1 (stereo unspecified)	4%	0	0%	40µM*	35µM*	10%	-18%	?	4%
CC(C)NC(=O)CSc1ccccc1C(=O)N1CCN(S(=O)(=O)/C=C/c2ccccc2)CC1	-8%	2	i	1%	8%	?	21%	-13%[2.33 µM]	54%[activator]
Cc1ccc(S(=O)(=O)N(C)C)cc1NC(=O)c1n[nH]c(=O)c2ccccc12	-6%	1	-4%	-3%	-13%	4%	14%	5%[12.7 µM]	-11%
CCC1CCCCN1c1nc(-c2ccncc2)nc2ccccc12 (stereo unspecified)	4%	-3	-8%	2%	-8%	6%	39%[activator]	14%	-3%
Nn1c(SCC(=O)Nc2nccs2)nnc1-c1ccco1	0%	-2	-2%	-3%	-21%	-9%	19%	28µM*	4%
O=C(CSc1nc(-c2cccs2)cc(C(F)(F)F)n1)NCc1ccccc1	5%	1	i	3%	-18%	0%	9%	6%	1%
O=C(NCc1nnc(SCC(=O)N2CCN(c3ccccc3)CC2)o1)c1c(F)cccc1Cl	15%	0	-4%	-10%	-6%	1%	47%[activator]	4%	-5%
C=CCOc1ccccc1CNCCCN1CCOCC1	7%	-17	5%	-18%	-7%	-4%	16%	-45%	-2%
Cc1csc2nc(COC(=O)CNC(=O)c3ccccc3)cc(=O)n12	2%	-5	7%	-4%	-8%	4%	15%	26%[59 µM]	4%
CCOc1ccccc1NC(=O)c1cc(S(=O)(=O)N2CCN(CC)CC2)ccc1Cl	4%	1	1%	-11%	-22%	0%	0%	/	-4%
COc1cccc(OCC(O)CN2CCOCC2)c1 (stereo unspecified)	3%	-4	-8%	30%[activator]	-25%	-5%	24%	14%[2.33 µM]	8%

The list goes on, starting with the last 2 of the part before.
SMILES	GLS inhibitor	PI4K2A inh	Tb PGK inh	BAZ2B inh	JMJD2A Tudor	Pin1 inhibitor	HP1b chromo inh	G9a inh	ERG Ets-DNA blk
CCOc1ccccc1NC(=O)c1cc(S(=O)(=O)N2CCN(CC)CC2)ccc1Cl	4%	1	1%	-11%	-22%	0%	0%	/	-4%
COc1cccc(OCC(O)CN2CCOCC2)c1 (stereo unspecified)	3%	-4	-8%	30%[activator]	-25%	-5%	24%	14%[2.33 µM]	8%
O=C(CSc1nnc(-c2cccs2)o1)N1CCCCC1	-2%	1	-7%	-4%	-22%	-3%	44%[activator]	-3%	3%
CSc1ncc(Cl)c(C(=O)C(C#N)c2nc3c(C)cc(C)cc3c(=O)[nH]2)n1 (stereo unspecified)	?	-4	-9%[11.5 µM]	2%	?	?	?	?	/
COc1ccccc1NC(=O)C1=C(C)NC(=O)NC1c1ccc(C)cc1 (stereo unspecified)	3%	-2	-4%	10%	-17%	-1%	36%[activator]	-8%	3%
NC(=O)c1ccsc1NC(=O)C1CCN(S(=O)(=O)c2cccs2)CC1	11%	5	-3%	3%	-12%	-2%	1%	-29%	-3%
Cc1cc(F)ccc1S(=O)(=O)N1CCCOC1CNC(=O)C(=O)NCC(C)C (stereo unspecified)	-6%	-2	-4%	-9%	1%	-4%	33%	-3%	-3%
NC(=O)c1ccccc1OCC(=O)O	20%	0	2%	?	-9%	2%	24%	/	3%
FC(F)(F)c1ccc(C2[C@H]3CN(Cc4cccnc4)[C@H](c4ccccc4)C34CC2(c2cccnc2)C4)cc1 (stereo partly specified)	-1%	0	-1%	-33%	?	14%	31%	-44%[59 µM]	-14%
O=C(NCc1cc(C(F)(F)F)cc(C(F)(F)F)c1)C1CC(c2ccc(C(F)(F)F)cc2)=NO1 (stereo unspecified)	-3%	-5	i	/	-9%	?	32%	/	5%
CSc1nc(=O)n2cccc(C)c2n1	-3%	3	i	-4%	-12%	0%	58%[activator]	-4%[12.7 µM]	2%
COc1cc(OC)c(NC(=O)Cc2c(C(=O)O)c(C)cn2C)cc1Cl	3%	-2	-1%	?	-20%	1%	-11%	10%[59 µM]	-4%
CCN(CC)S(=O)(=O)c1cccc(NC(=O)CC2CCCC2)c1	0%	-8	-6%	-10%	-6%	-8%	24%	26%	7%
COc1ccc(S(=O)(=O)N2CCN(Cc3cc(OC)c(OC)c(OC)c3)CC2)cc1	8%	-1	7%	?	3.2µM*	-22%	?	/	2%
O=C(NNc1cc(N2CCOCC2)nc(N2CCOCC2)n1)c1ccc(Cl)cc1Cl	11%	2	4%	-11%	-7%	2%	30%	39%[activator][59 µM]	-9%
CCOC(=O)[C@H]1[C@H]2COc3ccc(C)cc3[C@@H]2N2C(=O)CN(Cc3ccc(F)cc3)C(=O)[C@@]12C	-4%	-1	0%	4%	-27%	1%	19%	10%[0.501 µM]	8%
Cc1ccc(NC(=O)c2ccc(S(=O)(=O)NCC3CCCO3)cc2)cc1C (stereo unspecified)	-13%	3	-3%	-7%	-13%	-1%	-13%	/	6%
O=C(c1ccc(CS(=O)(=O)Cc2ccccc2)cc1)N1CCCCC1	2%	0	-2%	6%	2%	0%	27%	/	14%
CC(C)N(C(=O)COC(=O)CNS(=O)(=O)c1ccccc1F)c1ccccc1	-3%	6	-4%	/	-17%	-2%	20%	0%	-1%
Cc1cc(C)n(C(=O)/C(C#N)=C/N(C)C)n1	5%	6	15%	-2%	1%	2%	47%[activator]	7%	2%
CNC(=O)c1ccsc1NC(=O)c1ccc(S(=O)(=O)N2CCOCC2)cc1	13%	3	2%	0%	-12%	9%	24%	14%[59 µM]	-5%
O=C(C(=O)N1CCN(c2ccccc2F)CC1)c1c[nH]c2ccccc12	17%	4	-10%	-12%	-15%	0%	7%	-8%	15%
Cc1ccc(NC(=O)Cn2nnc3ccccc3c2=O)cc1	5%	1	-9%	-6%	-15%	-1%	10%	29%[59 µM]	-5%
CSc1cnn(-c2ccccc2)c(=O)c1SC	-2%	-3	10%	0%	-8%	1%	9%	-69%	5%
Cc1cc(NC(=O)c2ccc(Cl)cc2Cl)n(CCC#N)n1	0%	4	4%	-2%	-3%	-9%	15%	16%	-2%
CCOC(=O)C1=C(N)n2c(s/c(=C/c3ccco3)c2=O)=C(C(=O)OC)C1c1ccco1 (stereo unspecified)	-1%	-12	-2%	?	56µM*	21%	?	?	11%
